AID2073: disruptors of CaV2.2 binding to Mint1 – biochemical, HTRF (AID 2073). HTRF protein-protein interaction, Mint1-CaV2.2; higher % means a stronger effect. inhibition, % at 20 µM, or IC50 in µM where a hit was titrated. 290,000 tested, 0.19% active; in the data active = inhibition mostly above about 51%, no sharp cut-off; inconclusive = no clear call, values can overlap the other calls; inactive = mostly below about 53%; note: some results filed as inactive read as strong as hits
Dengue-2 NS5 capping: Dengue-2 NS5 methyltransferase inhibitors, primary screen, biochemical, confirmation dose response (AID 588689); Dengue-2 NS5 methyltransferase capping enzyme assay, biochemical; higher % means a stronger effect; inhibition, % at 25 µM, or IC50 in µM where a hit was titrated; 340,000 tested, 0.3% active; in the data active = a potency from the dose series; inconclusive = inhibition above about 29% without an active follow-up result
K1F lysis inhibition: inhibition of K1F phage lysis, E. coli UTI89, bacterial capsule biogenesis inhibitors, alamar blue (AID 488966); E. coli UTI89 K1F phage lysis, alamar blue, 2 h; higher % means a stronger effect; inhibition, % at 100 µM, or IC50 in µM where a hit was titrated; 340,000 tested, 0.02% active;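 active = phage lysis inhibition, versus mean bacterial control, above a set limit; inconclusive = no clear call, values can overlap the other calls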;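 note: capsule biogenesis inhibitors block K1F phage lysis so surviving cells raise fluorescence; higher fluorescence means more inhibition of phage lysis; actives were called in the ten point dose series up to 300 µM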
GPR55 antagonists: GPR55 antagonists blocking LPI-driven arrestin recruitment, primary screen, imaging, U2OS, beta-arrestin-GFP, LPI agonist (AID 2013); U2OS GPR55 beta-arrestin-GFP translocation imaging, LPI antagonism; higher % means a stronger effect; inhibition, % at 10 µM, or IC50 in µM where a hit was titrated; 290,000 tested, 0.13% active;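 active = spots per cell inhibited over 60%, with over 100 cells counted and total cytoplasm intensity under 500,000; inconclusive = wells with under 100 cells, flagged as likely toxic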;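 note: U2OS cells stably carrying GPR55 and arrestin-GFP stimulated by 5 µM LPI near EC80; imaged beta-arrestin-GFP aggregate spots per cell after agonist stimulation; plate controls were LPI-stimulated DMSO wells for no effect and DMSO wells without LPI for full effect; some results filed as inactive read as strong as hits; confirmed hits need IC50 under 10 µM and bright autofluorescent wells are also inconclusive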
GPR35 antagonists: inhibition of zaprinast-stimulated GPR35 beta-arrestin translocation – imaging, U2OS, beta-arrestin-GFP, zaprinast agonist, primary screen (AID 2058) | U2OS GPR35 beta-arrestin-GFP translocation imaging, zaprinast antagonism; higher % means a stronger effect | one-dose inhibition, % at 10 µM; IC50 in µM for titrated hits | 290,000 tested, 0.052% active;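 active = inhibition of at least 50% with at least 30 cells and total cytoplasm GFP at most 10,000,000; inconclusive = under 30 cells or total GFP of 10,000,000 plus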
Siah-1 displacement: blockers of Siah-1 interaction with plectin peptide – biochemical, fluorescence polarization, rhodamine-plectin, uHTS, primary screen (AID 1817). Siah-1 / rhodamine-plectin peptide fluorescence polarization; higher % means a stronger effect. displacement, % at 20 µM; hits with a dose series show IC50 in µM. 290,000 tested, 0.02% active;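 active = displacement of at least 50% at 20 µM, with a fluorescence ratio check between 0.3 and a set limit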;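 note: plate controls were Siah plus tracer with DMSO for no effect and tracer alone without Siah for full effect; strong numbers were not always called active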
NTR1 agonist: NTR1-driven beta-arrestin-GFP spot formation – imaging, U2OS cells, high content, primary screen (AID 493036). P30989. agonist mode. activation, % at 20 µM. 330,000 tested, 0.17% active;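 active = activation at or above 40% of the spot to cytoplasm intensity ratio, with at least 20 cells analyzed; inconclusive = wells under 20 cells, flagged as cytotoxic or low count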;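 note: 0% = DMSO without peptide and 100% = 100 nM NTR1 peptide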
Target sequence (P30989 whole entry, looked up): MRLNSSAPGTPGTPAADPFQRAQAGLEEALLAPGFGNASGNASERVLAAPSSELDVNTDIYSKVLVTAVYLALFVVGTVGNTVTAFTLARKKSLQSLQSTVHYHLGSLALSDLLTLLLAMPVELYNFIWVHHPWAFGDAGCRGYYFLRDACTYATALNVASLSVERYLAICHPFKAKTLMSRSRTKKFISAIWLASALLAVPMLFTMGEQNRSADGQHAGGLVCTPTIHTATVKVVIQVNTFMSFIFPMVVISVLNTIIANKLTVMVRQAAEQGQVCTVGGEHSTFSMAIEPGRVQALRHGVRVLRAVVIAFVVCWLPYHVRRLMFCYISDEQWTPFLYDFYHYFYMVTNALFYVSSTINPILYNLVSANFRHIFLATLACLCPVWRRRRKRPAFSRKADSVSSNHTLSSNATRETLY
HIV fusion peptide: cell-free HIV fusion peptide-binding blockers – biochemical, uHTS, fluorescence dequenching, primary screen (AID 1986); inhibition, % at 20 µM; hits with a dose series show IC50 in µM; 290,000 tested, 0.3% active; cell-free peptide binding, fluorescence dequenching, 30 min; higher % means a stronger effect; in the data active = inhibition mostly above about 52%, no sharp cut-off; inactive = mostly below about 76%; note: some results filed as inactive read as strong as hits
GPR55 beta-arrestin: GPR55 agonists via beta-arrestin recruitment, primary screen, imaging, U2OS cells, beta-arrestin-GFP redistribution (AID 1961). U2OS GPR55 beta-arrestin-GFP redistribution imaging; higher % means a stronger effect. one-dose activation, % at 10 µM; EC50 in µM for titrated hits. 290,000 tested, 0.048% active;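 active = activation above 40% with more than 50 cells counted in the well; inconclusive = wells holding fewer than 50 cells, flagged as toxic or sparse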;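 note: U2OS osteosarcoma cells stably expressing GPR55 and beta-arrestin-GFP; plate controls were DMSO negative control for no effect and LPI positive control for full effect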
NTR1 agonist cell count 20 µM: further read-out of NTR1 agonist, marked with its call; cell count; measured here: cell count, cytotoxicity flag
Starred values were filed as active, the others as inactive; ? = inconclusive; · = not tested or not shown; [ ] = another dose, or the depositor's remark.

#1 c1csc(-c2nn3cnnc3c3ccccc23)c1
#2 CC(C)(C)c1ccc(C(=O)C2CCCN(C(=O)C3CCOCC3)C2)cc1 (configuration not stated)
#3 N#Cc1c(SCC(N)=O)nc2c(c1-c1ccncc1)CCCC2
#4 COC(=O)CSc1nc2nc(C)c(Br)cc2[nH]1
#5 CCOC(=O)CSc1nc2sc3c(c2c(=O)n1-c1ccc(C)cc1)CCN(C)C3
#6 CC(C)c1nnc(NC(=O)CCC(=O)N2CCN(C3CCCCC3)CC2)s1
#7 CC1CC(C)CN(C(=O)C2CCCN(S(=O)(=O)c3cccc4nonc34)C2)C1 (configuration not stated)
#8 Cc1ccc(OCCN2CCN(C(=O)CCC(=O)Nc3nnc(CC(C)C)s3)CC2)cc1
assay / entry	1	2	3	4	5	6	7	8
GPR55 beta-arrestin	0.2%	-0.1%	0.8%	0.3%	0.4%	-0.2%	-0.2%	-0.1%
GPR55 antagonists	2%	0%	1%	19%	13%	3%	11%	-3%
HIV fusion peptide	-1.1%	-2.8%	-0.8%	3.3%	2.4%	0.3%	-1.6%	-1.0%
NTR1 agonist cell count 20 µM	52	42	62	100	85	36	49	39
K1F lysis inhibition	1.9%	0.1%	0.6%	0.1%	0.6%[50 µM]	5.0%	0.3%	-0.4%
GPR35 antagonists	-6%	12%	1%	5%	-9%	19%	-10%	10%
Siah-1 displacement	-6%	2%	7%	4%	12%	-4%	0%	-6%
Dengue-2 NS5 capping	-7%	0%	1%	0%	-16%	-1%	4%	3%
AID2073	7%	-14%	26%	7%	5%	-1%	-2%	48%
NTR1 agonist	-1.0	0.0	-0.3	0.2	3.4	-1.4	-0.7	-0.6

Two of the compounds above, as a markdown table.
| # | compound | GPR55 beta-arrestin | GPR55 antagonists | HIV fusion peptide | NTR1 agonist cell count 20 µM | K1F lysis inhibition | GPR35 antagonists | Siah-1 displacement | Dengue-2 NS5 capping | AID2073 | NTR1 agonist |
| --- | --- | --- | --- | --- | --- | --- | --- | --- | --- | --- | --- |
| 4 | COC(=O)CSc1nc2nc(C)c(Br)cc2[nH]1 | 0.3% | 19% | 3.3% | 100 | 0.1% | 5% | 4% | 0% | 7% | 0.2 |
| 5 | CCOC(=O)CSc1nc2sc3c(c2c(=O)n1-c1ccc(C)cc1)CCN(C)C3 | 0.4% | 13% | 2.4% | 85 | 0.6%[50 µM] | -9% | 12% | -16% | 5% | 3.4 |

Continued.
#9 CCC(C(=O)Nc1ccncc1)c1ccccc1 (configuration not stated)
#10 COc1ccc(-n2nc([N+](=O)[O-])c(=NCc3ccc4c(c3)OCO4)n2O)cc1
#11 COc1ccccc1NC(=O)C1C2CCCCC21 (configuration not stated)
#12 CCOC(=O)COc1cc2oc(=O)cc(C)c2cc1[N+](=O)[O-]
#13 CCc1cccc(C)c1NC(=O)C1C2CCC(O2)C1C(=O)O (configuration not stated)
#14 CCCSC1=C(C#N)C2(CCCCC2)C(C#N)=C(N)N1
#15 CC(=O)Nc1ccc2c(c1)nc1n2CCSC1
#16 COc1ccc(C2(CNC(=O)c3ccc(OC)c([N+](=O)[O-])c3)CCCCC2)cc1OC
assay / entry	9	10	11	12	13	14	15	16
GPR55 beta-arrestin	0.2%	-0.6%	-0.2%	0.2%	0.0%	-0.1%	-0.2%	-0.6%
GPR55 antagonists	3%	5%	2%	0%	11%	-6%	-4%	5%
HIV fusion peptide	-1.1%	-1.5%	2.3%	1.5%	-1.0%	-2.1%	3.3%	-1.9%
NTR1 agonist cell count 20 µM	57	61	72	47	62	44	55	49
K1F lysis inhibition	1.4%[50 µM]	0.1%	2.8%	0.2%	0.0%	0.9%	-0.3%	-2.2%
GPR35 antagonists	·	-4%	6%	-2%	18%	3%	27%	-6%
Siah-1 displacement	-4%	4%	-1%	-1%	-1%	2%	2%	-2%
Dengue-2 NS5 capping	-4%	-6%	0%	-1%	-9%	-11%	-1%	-6%
AID2073	5%	-5%	-4%	18%	10%	6%	14%	13%
NTR1 agonist	0.0	2.5	-0.3	0.1	-2.9	2.9	-0.1	1.2

#17 O=C(NCc1ccco1)c1ccccc1Nc1ccc(F)cc1
#18 On1cnnc1-c1ccccc1
#19 O=C(CN(Cc1ccc(F)cc1)C(=O)CNS(=O)(=O)c1ccc(Cl)cc1)NCC1CCCO1 (configuration not stated)
#20 Cc1ccc(N2C(=O)CN(Cc3cccs3)C2=S)cc1C
#21 Cc1ccc(S(=O)(=O)/C(C#N)=C/c2ccccc2OCc2ccccc2)cc1
#22 CCCc1cc(=O)oc2c(C)c(OC(C)C(=O)NCCN3CCOCC3)ccc12 (configuration not stated)
#23 COc1ccc(C2NC(=O)CS2)cc1 (configuration not stated)
#24 CC(NC1CCCCC1)C(=O)NN=C(c1ccccc1)c1ccccc1 (configuration not stated)
assay / entry	17	18	19	20	21	22	23	24
GPR55 beta-arrestin	0.2%	-0.2%	0.0%	0.7%	0.3%	-0.1%	0.1%	0.1%
GPR55 antagonists	10%	-8%	-9%	14%	-14%	18%	6%	36%
HIV fusion peptide	-1.5%	-0.7%	0.9%	-1.5%	2.2%	1.0%	0.7%	1.3%
NTR1 agonist cell count 20 µM	91	54	53	48	57	62	52	58
K1F lysis inhibition	-0.2%	0.3%	0.1%	0.6%	0.6%	0.0%	-0.5%	0.3%
GPR35 antagonists	-3%	5%	-6%	-11%	-18%	-3%	-13%	1%
Siah-1 displacement	3%	-1%	-1%	3%	-3%	-2%	22%	15%
Dengue-2 NS5 capping	1%	9%	-2%	-5%	-6%	3%	0%	-11%
AID2073	-4%	3%	5%	-10%	9%	-2%	-2%	1%
NTR1 agonist	0.0	0.9	0.3	-2.0	2.2	-0.1	0.6	1.4

#25 Cc1cc(C)c(S(=O)(=O)c2c(C)cccc2C)c(Cl)n1
#26 CCCCOc1ccc(CC2CCC(=O)NC2=O)cc1 (configuration not stated)
#27 Cc1onc(-c2ccccc2Cl)c1C(=O)O/N=C(\N)c1ccc([N+](=O)[O-])o1
#28 O=C(COc1ccc(/C=N/NS(=O)(=O)c2ccccc2)cc1)Nc1ccccc1
#29 CCCOc1ccc(N2C(=O)C3C(C(C)C)NC4(C(=O)c5ccccc5C4=O)C3C2=O)cc1 (configuration not stated)
#30 CC(=O)c1cccc(N(C(=O)c2csnn2)C(C(=O)NC2CCCC2)c2ccccc2)c1 (configuration not stated)
#31 COC(=O)c1ccc(CSc2nnnn2C)o1
#32 O=C(O)C1CCN1C1CCCCC1 (configuration not stated)
assay / entry	25	26	27	28	29	30	31	32
GPR55 beta-arrestin	0.2%	-0.1%	-0.2%	-2.3%	0.3%	0.0%	-0.2%	-0.2%
GPR55 antagonists	14%	10%	8%	-3%	4%	-11%	5%	-4%
HIV fusion peptide	0.7%	1.2%	-0.5%	-1.7%	-1.1%	0.3%	-0.9%	1.6%
NTR1 agonist cell count 20 µM	62	35	45	76	83	47	77	33
K1F lysis inhibition	2.0%	1.3%	0.3%	-0.7%[50 µM]	0.3%	0.2%	0.1%	0.9%
GPR35 antagonists	-4%	4%	5%	13%	-12%	-8%	10%	27%
Siah-1 displacement	3%	3%	2%	2%	-3%	3%	-6%	1%
Dengue-2 NS5 capping	-1%	2%	-2%	-9%	-6%	-7%	-5%	5%
AID2073	1%	11%	3%	13%	?	-4%	-3%	-2%
NTR1 agonist	0.5	0.2	1.6	2.1	-1.0	0.5	-2.3	0.8

Results in sequence from above:
Compounds 25 to 32 in HIV fusion peptide read 0.7%, 1.2%, -0.5%, -1.7%, -1.1%, 0.3%, -0.9%, 1.6%

New compounds follow
#33 O=C(c1cccc(S(=O)(=O)N2CCOCC2)c1)N1CCN(c2ccc(F)cc2)CC1
#34 Cn1cc([N+](=O)[O-])c(C(=O)N/N=C/c2ccc([N+](=O)[O-])cc2)n1
#35 COc1ccc(C(=O)Nc2cccc(/C(C)=N/NC(=O)c3ccc([N+](=O)[O-])c(C)c3)c2)cc1OC
#36 O=C(CCC(=O)Nc1ccccc1)NNC(=O)CCc1ccccc1
#37 CC(C)(OC(=O)NC(=O)C(F)(F)F)C(C)(C)OC(=O)NC(=O)C(F)(F)F
#38 CCOC(=O)c1cccc(NC(=O)/C=C/c2cccc([N+](=O)[O-])c2)c1
#39 CC1CCc2c(sc3ncnc(N4CCOCC4)c23)C1 (configuration not stated)
#40 O=C(NCc1ccccc1)c1cc(=O)nc2sc(-c3ccccc3)nn12
assay / entry	33	34	35	36	37	38	39	40
GPR55 beta-arrestin	-0.1%	-0.2%	0.0%	0.5%	-0.2%	-0.1%	-0.4%	0.0%
GPR55 antagonists	-7%	1%	0%	0%	12%	2%	2%	12%
HIV fusion peptide	-1.0%	2.9%	-2.7%	0.5%	0.6%	-1.1%	0.3%	-2.6%
NTR1 agonist cell count 20 µM	73	63	92	48	82	63	79	·
K1F lysis inhibition	5.9%	1.1%	3.2%	0.6%	0.1%	0.8%	0.1%	-1.0%
GPR35 antagonists	14%	1%	-6%	6%	2%	-7%	4%	8%
Siah-1 displacement	2%	6%	11%	5%	1%	10%	2%	-1%
Dengue-2 NS5 capping	-10%	-1%	1%	-7%	-2%	-3%	-8%	-6%
AID2073	2%	-2%	5%	-9%	4%	5%	-3%	2%
NTR1 agonist	-1.0	3.1	2.9	0.1	-0.5	7.1	0.4	·

#41 CC1(C)CC(=O)c2cnn(-c3nc4ccccc4[nH]3)c2C1
#42 CC(C)(C)C(=O)C(Cl)C(=O)Nc1ccccc1 (configuration not stated)
#43 COc1ccc(C2C(C(C)=O)=C(O)C(=O)N2c2cccnc2)cc1OC (configuration not stated)
#44 Cc1cc(OC(=O)c2ccc(C(F)(F)F)cc2)c([N+](=O)[O-])c(=O)[nH]1
assay / entry	41	42	43	44
GPR55 beta-arrestin	-0.2%	-1.1%	-0.1%	0.3%
GPR55 antagonists	11%	0.7µM*	-11%	-1%
HIV fusion peptide	-2.0%	1.7%	1.9%	1.7%
NTR1 agonist cell count 20 µM	57	57	80	63
K1F lysis inhibition	6.1%	1.0%	0.2%	0.0%
GPR35 antagonists	14%	12%	8%	-4%
Siah-1 displacement	0%	0%	7%	3%
Dengue-2 NS5 capping	-19%	-21%	-2%	-3%
AID2073	4%	-5%	-3%	27%
NTR1 agonist	1.1	13	-0.4	0.5

Screening data as filed in PubChem.
